# aSyn 5UTR inh – 5' untranslated region of α-synuclein, MLPCN primary screen. AID 1813. alpha-synuclein 5'UTR reporter, inhibitor activity. inhibition, % (tested at 7.5 µM). hit rate 0.82% among 300,000; in the data active = inhibition above about 60%;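 note: H4 neuroglioblastoma cells stably carrying SNCA 5'UTR luciferase fusion; 0% = DMSO wells and 100% = positive control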
# HSF1 inh – HSF1 inhibition; NIH3T3-HGL HSE-luciferase, MG132-induced, luminescence 8 h; active compounds read low; activity change, negative = inhibition, % at 7.5 µM (by protocol); hit rate 0.77% among 300,000;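 active = more than half of replicate wells show activity change below -50%, luminescence cut by over half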;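 note: luciferase reports HSF-1 transcriptional activity via heat shock element; 0% = median of DMSO wells and -100% = zero luminescence signal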
# HSF1 activator – increases HSF-1 driven luciferase reporter signal. activation, % at 9 µM. hit rate 1.7% among 300,000. NIH3T3-HGL HSF-1 luciferase reporter, MG132, 8 h; 100% = twice DMSO control signal;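 active = mean replicate activation of at least 50% with a set share of replicates each reaching 50%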;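 note: 0% = median of the neutral control wells and 100% = twice that signal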
# GSK3beta inhib – blocks human GSK3beta kinase activity; hit rate 0.038% among 300,000; activity score (negative = inhibition), % at 10 µM; AID 2097; GST-GSK3beta kinase, ADP-Glo luminescence, 60 min; active compounds read low;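 active = more than half of replicate wells score below -50%, meaning over 50% inhibition versus plate controls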;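 note: 0% = median DMSO wells and -100% = median GW8510 positive control wells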
# Target sequence (P49841 whole entry, looked up): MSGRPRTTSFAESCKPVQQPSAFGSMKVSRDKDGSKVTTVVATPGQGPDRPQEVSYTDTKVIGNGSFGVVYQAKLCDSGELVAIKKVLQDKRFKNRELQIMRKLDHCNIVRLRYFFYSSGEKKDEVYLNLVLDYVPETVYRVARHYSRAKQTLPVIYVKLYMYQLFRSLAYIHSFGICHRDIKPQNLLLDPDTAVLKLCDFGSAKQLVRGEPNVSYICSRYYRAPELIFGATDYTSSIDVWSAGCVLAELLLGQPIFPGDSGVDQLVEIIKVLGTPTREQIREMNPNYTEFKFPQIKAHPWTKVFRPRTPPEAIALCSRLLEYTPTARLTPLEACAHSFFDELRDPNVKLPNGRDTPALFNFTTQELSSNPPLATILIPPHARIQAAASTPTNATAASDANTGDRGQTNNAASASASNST
#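 Assay system: GST-tagged human GSK3beta kinase, cell-free; Input: 1.6 ng GSK3beta; Medium: Tris/MgCl2 kinase buffer; Timing: 60 min enzyme reaction, room temperature; Signal: ADP-Glo luminescence quantifying ADP generated by kinase; Evaluation: score relative to plate controls; Benchmarks: DMSO neutral wells and GW8510 at 20 µM as positive.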
# KLF5 inh – kruppel-like factor 5 inhibition. DLD-1 KLF5 promoter-luciferase reporter, luminescence. inhibition, % at 5 µM. hit rate 0.23% among 290,000. AID 1700;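 active = inhibition above a per-plate limit of that plate's mean compound inhibition plus 3 SD, cut at about 60% in these data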;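 note: 0% = DMSO wells and 100% = LY294002 at 200 µM; higher means less KLF5 promoter-driven luciferase light; inactives centre near -14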
# AI-2 QS mod – modulators of Vibrio harveyi AI-2 quorum sensing system; Vibrio harveyi JMH597 AI-2 luminescence/OD600 ratio, 9 h; active compounds read low; strain lacks LuxN and CqsS sensors; 0 = neutral-control median; activity change, % at 7.5 µM; hit rate 0.4% among 300,000; AID 2094; in the data active = activity change below about -75%, passing the limit was not always enough;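 note: luminescence divided by OD600 gain over 9 h not by final OD600 alone; inactives centre near 13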
# HIF act – HIF pathway transcriptional activation. U2OS HRE-luciferase reporter, luminescence; normalized: DMSO 0%, desferrioxamine 100%. AID 1910. hit rate 0.32% among 300,000. activation, % at 7.5 µM (by protocol);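 active = mean activation of at least 10% of the iron chelator positive control signal, with at least half of replicates also reaching 10%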
# IEC-6 tox – counter-screen for KLF5 inhibitors: cytotoxicity in IEC-6 cells; IEC-6 cytotoxicity, luminescence viability; inhibition, % at 5 µM; hit rate 0.78% among 290,000; AID 1825; in the data active = inhibition above about 22%;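 note: 0% = plate median of test compound wells and 100% = cytotoxic reference compound wells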
# HSP90 refold inh – blocks HSP90-mediated luciferase refolding in reticulocyte lysate | AID 1789 | inhibition, % at 5.6 µM | Rabbit reticulocyte lysate, luciferase refolding luminescence, 3 h | hit rate 0.91% among 290,000;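 active = inhibition above the screen-wide mean plus 3 SD, computed separately per campaign, cut at about 16% in these data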;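 note: 0% = DMSO wells and 100% = 60 µM geldanamycin wells; inhibitors lower the luminescence because luciferase stays unfolded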
# GSK3 alpha inh – human GSK-3 alpha kinase inhibition | hit rate 0.1% among 320,000 | inhibition, % at 10 µM | P49840 | AID 2650 | ADP-Glo luminescence, 60 min;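 in the data active = inhibition above about 50%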;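 note: GST-tagged GSK-3 alpha with peptide substrate and 25 µM ATP; 0% = DMSO neutral wells and 100% = GW8510 positive control wells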
# Target sequence (P49840 whole entry, looked up): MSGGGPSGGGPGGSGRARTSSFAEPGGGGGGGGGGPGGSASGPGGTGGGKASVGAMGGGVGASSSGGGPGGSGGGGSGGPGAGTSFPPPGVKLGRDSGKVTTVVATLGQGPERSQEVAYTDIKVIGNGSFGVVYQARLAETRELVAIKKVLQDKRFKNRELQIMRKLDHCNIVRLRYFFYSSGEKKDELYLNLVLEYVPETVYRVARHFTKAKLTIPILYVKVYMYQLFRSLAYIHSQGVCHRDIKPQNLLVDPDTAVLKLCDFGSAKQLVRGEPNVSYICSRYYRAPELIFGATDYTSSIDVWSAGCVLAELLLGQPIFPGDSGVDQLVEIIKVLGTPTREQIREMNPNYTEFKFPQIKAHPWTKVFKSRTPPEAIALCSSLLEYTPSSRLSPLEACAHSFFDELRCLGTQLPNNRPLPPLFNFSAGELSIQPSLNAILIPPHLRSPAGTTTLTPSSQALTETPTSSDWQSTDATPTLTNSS
# * hit, by the source's call; · = not tested or not shown.
SMILES,aSyn 5UTR inh,HSF1 inh,HSF1 activator,GSK3beta inhib,KLF5 inh,AI-2 QS mod,HIF act,IEC-6 tox,HSP90 refold inh,GSK3 alpha inh
Cc1cc(Cl)c2oc(C(=O)N3CCN(c4ccncc4)CC3)c(C)c2c1,90*,-6,-8,-1,-24,16,-2.9,11,-1,1
O=C(Nc1ccccc1N1CCCCC1)c1ccc(Cl)cc1,-14,3,1,2,-10,7,2.3,-13,-1,-2
Cn1nc(C(=O)Nc2ccc(Cl)cc2)cc1C(=O)Nc1ccc(Cl)cc1,8,-2,2,3,-34,9,0.3,2,0,0
O=C(c1cc(S(=O)(=O)N2CCOCC2)ccc1F)N1CCN(Cc2ccccc2)CC1,7,1,3,-2,2,28,0.6,-5,3,·
Cc1ccc(C2C3=C(CC(C)(C)CC3=O)NC3=C2C(=O)c2ccccc23)cc1 (stereo unspecified),9,7,22,1,-13,48,-0.4,11,5,-2
CCS(=O)(=O)c1ccc2oc(Nc3ccc(OC)c(OC)c3)nc2c1,13,-8,0,-3,-21,14,-27,2,-5,1
CCOC(=O)c1ccc(Oc2cn[nH]c2-c2ccc(O)cc2O)cc1,7,7,10,2,-10,64,-0.3,-4,-2,-1
COc1ccc2nc(/N=C/c3cccc(OC)c3O)sc2c1,-34,2,2,0,-38,-5,-0.3,0,-2,3
Cc1ccc(S(=O)(=O)NC(=NCc2ccccc2)c2ccc(F)cc2)cc1,-8,-77*,-82,-2,-18,4,-0.3,0,2,-6
CC(C)Nc1nc(NC(C)C)nc(Oc2ccc(OCc3ccccc3)nn2)n1,·,·,·,1,20,9,·,1,9,-5
CCC(CC)=NNC(=O)c1ccccc1OCc1ccc(F)cc1,-12,·,·,0,-16,23,·,2,3,-2
Cc1ccc2c(CN3CCN(CCO)CC3)cc(=O)oc2c1,16,-1,-5,3,-21,17,0.3,-3,1,-2
COC(=O)CC/C(O)=C1\C(=O)CC(C)(C)CC1=NCc1nc2ccccc2[nH]1,12,-1,2,-1,-15,6,-0.7,-4,1,-3
CN(C)CCNC(=O)c1cccc(S(=O)(=O)Nc2ccccc2F)c1,13,-5,-3,-1,-24,8,0.1,1,2,2
COc1cc(OC)c(C2C(C#N)=C(N)OC3=C2C(=O)CC(C)(C)C3)cc1OC (stereo unspecified),6,-2,2,-30,15,12,-0.4,0,3,0
Cc1ccc(-c2ccc(S(=O)(=O)NCC3CCCO3)cc2)cc1 (stereo unspecified),-11,-6,2,2,-2,57,0.6,5,-1,3
O=C(COC(=O)c1cc2c(s1)CCCC2)NCc1ccccc1Cl,11,4,-19,3,-7,9,-0.2,0,4,-1
O=C(O)/C=C/c1ccc(OCc2cccc(F)c2)cc1,8,·,·,2,-22,0,-0.5,-7,1,-3
CN(C)/C=C/C(=O)c1cnc2n(c1=O)CCS2,21,1,-1,1,-3,6,-0.5,-3,0,-2
Cc1ccn2c(=O)nc(SCC(=O)N3CCN(c4ccccc4)CC3)nc2c1,-12,-4,-3,4,·,40,-0.2,·,·,-1
CC(Oc1ccc2c(-c3ccccc3)cc(=O)oc2c1)C(=O)NCC(O)c1ccccc1 (stereo unspecified),20,5,-4,0,-1,22,0.1,3,-1,-4
Cc1nn(Cc2ccc([N+](=O)[O-])cc2)c(=O)n1-c1ccccc1,14,-2,-7,-2,-15,21,-0.1,4,3,9
CC(=O)NCCc1nc2ccccc2n1CCOc1ccc(C)cc1,2,1,-9,-24,-1,1,-0.4,-5,-2,0
Cc1cc(NC(=O)CN2CCC(C)CC2)no1,-3,2,11,2,-15,26,-0.2,-2,5,-3
O=C(CCCCCNC(=O)N1CCn2c1nc1ccccc12)NCc1ccc(Cl)cc1,-13,32,51*,1,-12,5,-0.2,-14,-7,-1

# 2 records drawn at random from the list so far:
SMILES,aSyn 5UTR inh,HSF1 inh,HSF1 activator,GSK3beta inhib,KLF5 inh,AI-2 QS mod,HIF act,IEC-6 tox,HSP90 refold inh,GSK3 alpha inh
O=C(COC(=O)c1cc2c(s1)CCCC2)NCc1ccccc1Cl,11,4,-19,3,-7,9,-0.2,0,4,-1
O=C(c1cc(S(=O)(=O)N2CCOCC2)ccc1F)N1CCN(Cc2ccccc2)CC1,7,1,3,-2,2,28,0.6,-5,3,·

# (continued)
SMILES,aSyn 5UTR inh,HSF1 inh,HSF1 activator,GSK3beta inhib,KLF5 inh,AI-2 QS mod,HIF act,IEC-6 tox,HSP90 refold inh,GSK3 alpha inh
CCCCc1cc(-c2n[nH]c(=S)o2)c2ccccc2n1,21,-3,16,-5,-1,6,-0.3,5,3,1
O=S(=O)(Nc1c(O)ccc2ccccc12)c1ccc(F)cc1,-2,-6,3,6,·,7,1.8,·,·,1
CCN1CCN(CCCNC(=O)c2ccc3c(c2)N(Cc2ccc(C)cc2)CCS3)CC1,-7,-5,14,-5,-25,-6,-0.5,2,-2,5
COc1ccc(C(=O)CSc2n[nH]c(N)n2)cc1,5,-1,7,2,-5,24,-11,4,5,4
O=C1C2C3C=CC(C3)C2C(=O)N1CCc1ccccc1 (stereo unspecified),-7,·,·,-4,-31,8,-0.2,-1,3,-6
CCOC(=O)C1=C(COC(=O)/C=C/c2cccc(OC)c2)NC(=O)NC1C (stereo unspecified),0,9,29,1,-14,-29,-0.4,-1,-1,8
CCCn1cnc2c(N)c(C)c(C)cc21,10,1,5,4,-6,14,-0.3,0,2,1
CCc1ccc(N2CC(C(=O)Nc3ccccc3F)CC2=O)cc1 (stereo unspecified),·,·,·,·,-11,·,·,-3,-4,-2
COc1ccc(OCc2nnc(SCC(=O)Nc3ccccc3C#N)o2)cc1,-13,-4,4,0,-11,25,-0.3,-11,-1,1
COc1ccccc1/C=N/NC(=Nc1ccc(C)cc1)c1nc2ccccc2s1,-99,-6,4,0,-10,-3,6.1,7,10,-2
CCCCc1ccc(S(=O)(=O)NC2CCS(=O)(=O)C2)cc1 (stereo unspecified),17,4,-11,1,-18,34,-0.2,4,0,-1
Cc1nn(C(=O)CCCn2cc([N+](=O)[O-])cn2)c(C)c1Cl,3,0,4,-4,-19,-1,-0.5,-6,-1,-4
COc1cccc(C(=O)NCCS(=O)(=O)NCCc2ccccc2)c1,-75,34,59*,1,·,10,0.4,·,·,-3
O=C(COc1ccc(S(=O)(=O)N2CCCC2)cc1Cl)NCc1ccco1,18,0,-11,1,7,4,-0.3,6,-1,0
Cc1ccc(-n2nc(C(N)=O)nc2-c2ccccc2)cc1,12,-3,10,-2,-13,12,0.9,1,3,2
O=C1Nc2ccc(Br)cc2/C1=N/N=C/C1=C(N2CCOCC2)C(=C\c2ccccc2)/CC1,18,9,-4,1,-14,9,-1.9,1,2,11
CCC(CO)NCC(O)COCc1ccc2c(c1)OCO2 (stereo unspecified),-7,-4,-5,1,-9,20,-1.5,3,4,-2
O=C(OCCOc1cccc(Cl)c1)c1cc(S(=O)(=O)N2CCOCC2)ccc1F,0,-3,9,6,·,1,-0.6,·,·,0
COc1ccc(/C=N/NC(=O)C2(C)NC(C)(C)Cc3ccccc32)cc1 (stereo unspecified),-16,-5,2,·,-23,·,0.0,-4,-4,-2
Cc1ccc(S(=O)(=O)NCC(=O)N(CC(=O)NCc2ccc(F)cc2)CC2CCCO2)cc1 (stereo unspecified),10,-5,-12,1,-16,18,-0.4,3,-2,1
Nc1nc(-c2ccco2)nn1C(=O)c1ccc(F)cc1,18,1,12,0,-10,13,-0.7,2,3,·
COC(=O)c1ccc(Cn2nnc3ccccc3c2=O)o1,8,4,8,1,-43,-46,-0.1,-5,1,2
CCCC(=O)Nc1cccc(-c2nc3cc(C)c(C)cc3o2)c1,·,·,·,2,-154,9,·,2,-2,-3
CSc1ccccc1C(=O)Nc1ccccc1C(=O)NC(C)C,-11,-7,-15,-2,2,0,-0.1,7,2,6
O=c1nc(-c2ccccc2)cn[nH]1,9,-4,-1,-1,-60,31,-23,-4,0,0
# (list continues)
SMILES,aSyn 5UTR inh,HSF1 inh,HSF1 activator,GSK3beta inhib,KLF5 inh,AI-2 QS mod,HIF act,IEC-6 tox,HSP90 refold inh,GSK3 alpha inh
COC(=O)c1ccc2c(=O)n(Cc3ccco3)c(SCC(=O)Nc3ccc(C)c(Cl)c3)nc2c1,12,-3,-1,4,5,10,-0.8,-1,4,2
COc1cc(NC(=O)CN2CCN(c3ccccc3F)CC2)c(C)cc1[N+](=O)[O-],7,0,-3,1,14,6,0.4,-6,3,-1
Cc1ccc(OCC(=O)c2cc(C)n(C3CC3)c2C)c([N+](=O)[O-])n1,-94,-9,-14,2,-8,16,1.4,-5,2,1
O=C1c2ccccc2S(=O)(=O)N1CC(O)Cn1ccc2ccccc21 (stereo unspecified),5,6,13,-2,-53,22,-0.5,1,0,-2
CC(=O)n1cc([C@@H]2C=C(C(=O)N3CCN(Cc4ccc5c(c4)OCO5)CC3)O[C@H](OCc3ccc(CO)cc3)C2)c2ccccc21,15,9,8,3,-2,13,-0.4,-3,8,3
CC(=O)c1c(OC(=O)c2ccco2)c2ccccc2n1C,1,2,15,0,-25,27,-0.4,1,8,-1
Cc1ccc(S(=O)(=O)N2CCCC(C(=O)Nc3cccnc3)C2)cc1 (stereo unspecified),-9,-5,2,3,-7,5,0.2,-3,-2,2
CC(Sc1nnc(-c2ccccc2Br)n1-c1cccc(C(F)(F)F)c1)C(N)=O (stereo unspecified),10,-1,-3,-2,-6,20,0.1,-2,1,·
Clc1ccc(Cn2c(-c3cccnc3Cl)nc3ccccc32)c(Cl)c1,14,0,5,-1,-10,-21,-0.1,-1,1,0
O=C1/C(=C2/NCCN2C2CC(=O)N(c3ccccc3)C2=O)CC/C1=C\c1ccccc1 (stereo unspecified),-4,-6,-4,1,5,19,-0.3,2,-5,1
COCCn1c(SCC(=O)Nc2cc(C)on2)nnc1-c1ccccc1,9,1,-17,-2,-36,29,-0.5,5,2,1
COc1ccc(CNC(=O)c2sc3nc4c(c(C(F)(F)F)c3c2N)CCC4)cc1,20,4,-14,1,-9,8,0.7,-2,1,0
CCCn1c(=N)c(C(=O)NCc2ccc3c(c2)OCO3)cc2c(=O)n3cccc(C)c3nc21,-51,-2,1,-1,-18,17,0.3,4,0,-3
CCc1ccc(NC2=NC(C(=O)c3ccccc3)CC(=O)N2)cc1 (stereo unspecified),-25,7,29,1,-2,35,-0.1,-4,0,3
COc1ccccc1OCc1ccc(C(=O)NCCN(C)C)o1,-24,-1,2,2,-10,7,-0.3,-2,1,·
CS(=O)(=O)N(CC(=O)Nc1ccc2c(c1)OCO2)c1ccc(Cl)cc1,-47,0,9,-1,-26,3,1.3,-3,-4,-1
CCN(CC)CCCN=Cc1c(O)n(-c2c(C)cccc2C)c(=O)c2ccccc12,19,7,11,-4,-12,-5,0.9,-12,0,19
CN(c1ccccc1C(=O)Nc1cccc(Cl)c1Cl)S(C)(=O)=O,6,2,11,3,-2,15,-0.3,5,5,0
CC(=O)N1Cc2ccccc2CC1C(=O)O (stereo unspecified),15,2,-1,0,-37,17,-1.0,1,4,-2
CCCCNCc1cc(OCC)c(OCC)cc1Br,-4,8,9,0,1,10,-0.1,-6,-3,1
CC(C)C(C(=O)N1CCOCC1)N1C(=O)c2ccccc2C1=O (stereo unspecified),1,-1,6,1,10,9,-0.5,1,-1,-1
O=C1CCCN1CCCNc1ncccc1[N+](=O)[O-],-1,-3,-3,·,7,·,0.5,-1,5,-1
